Assay outcomes from PubChem BioAssay.
FUS yeast rescue – suppressors of FUS proteinopathy in yeast; S. cerevisiae FUS-expressing, growth rescue, OD600, 24 h; Potency, µM (doses to about 76.6 µM), for inactives: at the highest dose growth rescue (activation), hits mostly activators; hit rate 0.24% among 390,000;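 note: potency is the fitted concentration of half-maximal effect; plate controls were DMSO vehicle for no effect and reference control for full effect; nearly all actives have a fitted effect of over 55% in size; some results filed as inactive show a strong effect at the top dose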
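Yeast FUS proteinopathy model; galactose-induced FUS (2%), starting OD 0.005. Cpds in dilution series, 24hr, 30C, 99% humidity. Abs 600 nm growth. Pos ctrl CP55940 (top 92uM final); neg ctrl DMSO.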
aSyn rescue – rescues yeast growth from alpha-synuclein toxicity; Potency, µM (titrated, usually from 46.1 µM), without a hit: at the top dose growth rescue (activation), actives largely listed as activators; Yeast expressing alpha-synuclein, growth rescue, BacTiter-Glo, 24 h; hit rate 0.14% among 370,000; note: potency is the fitted concentration of half-maximal effect; % of control where 0% means no effect; nearly all actives have a fitted effect of over 65% in size
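Readout is rescue of growth in alpha-synuclein-expressing yeast, so inhibitors of toxicity appear as activators. Growth after 24 hr at 30 deg C in galactose medium is quantified by luminescence.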
IL2 activator – IL-2 activation; AID 652025; hit rate 0.065% among 360,000; activation, % (series mostly up to about 46 µM); IL-2 activation reporter assay, cell-based qHTS; stimulated with anti-CD3/CD4/CD28 beads; in transgenic mouse T cells; in the data active = activation above about 50%; inconclusive = mostly about 30% to 49%; note: 0% is about no effect
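Using fluorescent plate cytometry, EGFP and DsRed are detected in transgenic mouse T cells stimulated 18 h at 37 degrees C with antibody-coated beads after 60 min compound pretreatment.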
PI5P4K alpha inh – inhibitors of human PI5P4K alpha; P48426; PI5P4Kalpha enzyme, ADP-Glo luminescence, 60 min; hits give low values; max response, %; hit rate 1.2% among 330,000; AID 652105; active = max response of -50% or lower; inconclusive = between -30% and -50%; inactive = -30% or higher; note: value at the top dose of about 77 µM; % is set by controls: 0 for no effect and ±100 for the full control effect
Target sequence (P48426 whole entry, looked up): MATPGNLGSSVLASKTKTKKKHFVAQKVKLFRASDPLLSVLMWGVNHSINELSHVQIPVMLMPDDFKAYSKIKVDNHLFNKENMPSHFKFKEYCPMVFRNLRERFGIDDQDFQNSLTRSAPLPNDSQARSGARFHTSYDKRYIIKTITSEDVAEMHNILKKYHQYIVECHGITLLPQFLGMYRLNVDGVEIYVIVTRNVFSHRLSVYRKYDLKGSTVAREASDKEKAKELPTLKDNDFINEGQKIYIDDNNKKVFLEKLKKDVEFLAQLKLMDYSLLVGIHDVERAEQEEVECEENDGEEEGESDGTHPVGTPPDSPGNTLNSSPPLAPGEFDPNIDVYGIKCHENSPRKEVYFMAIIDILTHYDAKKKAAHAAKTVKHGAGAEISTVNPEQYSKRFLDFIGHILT
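qHTS, 1536-well: enzyme/substrate mix, compound by pin tool, 5 microM ATP final; RT 60 min; ADP-Glo reagents 1 (45 min) then 2 (30 min); luminescence.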
EPAC1 agonist – activates human EPAC1 exchange factor; O95398; EPAC1 agonist qHTS, biochemical assay; response scale: 100% = response to 6.5 mM cAMP; hit rate 0.073% among 360,000; Potency, µM (doses to about 154 µM), for inactives: at the top dose activation, most hits filed as activators; note: potency is the fitted concentration of half-maximal effect; nearly all actives have a fitted effect of over 60% in size
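Nucleotide exchange assay: 100 nM EPAC1 with 250 nM Rap1B loaded with BODIPY-GDP and 50 uM GDP, room temperature. Fluorescence (480/540 nm) read every 5 min for 30 min; signal change normalized to 6.5 mM cAMP as full agonist.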
EPAC1 antagonist – antagonists of human EPAC1; EPAC1 GEF assay, Rap1b-BODIPY-GDP exchange fluorescence; O95398; hit rate 0.14% among 360,000; Potency, µM (titrated, usually from 115 µM), inactives show at the highest dose activity change, negative = inhibition, usual class: inhibitors;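 note: potency is the fitted concentration of half-maximal effect; plate controls were vehicle for no effect and positive control for full effect; nearly all actives have a fitted effect of over 50% in size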
Abeta yeast res – restores growth of yeast expressing A-beta42 peptide; Potency, µM (highest dose often 46.1 µM), for inactives: top-dose growth rescue, actives largely listed as activators; yeast expressing A-beta42, growth rescue, OD600, 48 h; response scale: 0% DMSO, 100% iron-clioquinol control; AID 1347071; hit rate 0.063% among 410,000; note: potency is the fitted concentration of half-maximal effect; nearly all actives have a fitted effect of over 55% in size
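Yeast A-beta toxicity model in growth medium with pinned compounds, 48 h at 30 C; growth read as absorbance at 600 nm. Normalized to FeCl3/clioquinol equimolar mix (positive) and DMSO (negative).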
PLK1 PBD inh – blocks phosphopeptide binding to human PLK1 polo-box domain; P53350; Plk1 PBD binding of FITC phosphopeptide, fluorescence polarization; Potency, µM, inactives show max response, negative = inhibition, usual class: inhibitors; hit rate 2.8% among 360,000; note: potency is the fitted concentration of half-maximal effect; series mostly up to about 57 µM; % is set by controls: 0 for no effect and ±100 for the full control effect; nearly all actives have a fitted effect of over 65% in size
Target sequence (P53350 whole entry, looked up, the tested form may be a part): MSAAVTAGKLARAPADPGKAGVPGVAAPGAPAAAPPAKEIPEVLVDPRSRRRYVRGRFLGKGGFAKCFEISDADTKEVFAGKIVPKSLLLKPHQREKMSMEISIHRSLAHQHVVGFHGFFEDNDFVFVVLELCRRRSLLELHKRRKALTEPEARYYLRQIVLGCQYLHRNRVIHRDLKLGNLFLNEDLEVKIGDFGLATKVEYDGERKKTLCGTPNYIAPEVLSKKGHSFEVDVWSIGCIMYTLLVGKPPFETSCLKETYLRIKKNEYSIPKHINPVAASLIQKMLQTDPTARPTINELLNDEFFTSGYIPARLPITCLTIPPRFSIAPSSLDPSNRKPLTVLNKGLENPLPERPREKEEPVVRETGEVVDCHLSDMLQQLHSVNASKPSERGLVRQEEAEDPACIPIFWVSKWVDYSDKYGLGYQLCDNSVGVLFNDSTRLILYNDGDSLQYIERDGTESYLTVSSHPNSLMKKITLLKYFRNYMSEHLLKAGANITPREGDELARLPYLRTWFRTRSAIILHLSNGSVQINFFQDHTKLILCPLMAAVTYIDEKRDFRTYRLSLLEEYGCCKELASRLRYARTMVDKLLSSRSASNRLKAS
WRN helicase inh – WRN helicase (human) inhibition. Q14191. WRN helicase unwinding, fluorescent forked duplex, kinetic. Potency, µM (series often up to 114 µM), for the others: at the highest dose activity change, negative = inhibition, most hits filed as inhibitors. hit rate 0.46% among 360,000. AID 651768; note: potency is the fitted concentration of half-maximal effect; % is set by controls: 0 for no effect and ±100 for the full control effect; nearly all actives have a fitted effect of over 55% in size
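Kinetic fluorescence helicase assay: unwinding of a quenched forked DNA duplex (100 nM final) with 2 mM ATP final raises red fluorescence (525/598 nm). Compounds sat 15 min at room temperature with 20 nM WRN beforehand.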
* hit, by the source's call; ? = inconclusive; · = not tested or not shown; & = joins results of further samples; [ ] = dose if it differs, or a comment. Unless noted, calls come from the whole dose curve; as a rule, active = well fitted curve in the direction sought with a large enough effect; inconclusive = small, poorly fitted or top-dose-only effect, or another doubt; inactive = no such curve, though single readings can be large; an effect the other way counts as inactive or inconclusive.

SMILES	FUS yeast rescue	aSyn rescue	IL2 activator	PI5P4K alpha inh	EPAC1 agonist	EPAC1 antagonist	Abeta yeast res	PLK1 PBD inh	WRN helicase inh
CCN(CC)S(=O)(=O)c1cccc2cccnc12	-6%	·	-0.4	1	-8%	4%	-2%	0%	-8%
C=CCn1c(CCNC(=O)c2cccs2)nnc1SCC(=O)c1cccc([N+](=O)[O-])c1	48%	4%	1.1	·	4%	-7%	5%	-26%	-11%
Cn1c(-c2ccc(Cl)nc2)nc2ccccc21	3%	-2%	-0.3	-2	2%	-1%	9%	11%	-5%
CC(C(=O)Nc1sccc1C(N)=O)N1C(=O)C2CC=CCC2C1=O (configuration not stated)	-20%	-4%	-3.6	20	8%	-7%	-10%[9.22 µM]	-7%	-20%
COc1ccc(C(=O)NNC(=O)CCc2nc3ccccc3c(=O)[nH]2)cc1	20%	-1%	0.3	4	0%	15%	-3%	0%	3%
N#CC1c2ccccc2C=CN1C(=O)N(c1ccccc1)c1ccccc1 (configuration not stated)	-7%	9%	-1.1	1	8%	0%	0%	4%	-20%
CC1(C)NC(=O)N(CCOc2ccc3c(c2)CCC3)C1=O	28%	-11%	-3.5	·	0%	0%	20%	-7%	0%
CSc1nc2c(c(=O)n1-c1ccccc1)SCC2	33%	1%	-2.9	·	4%	23%	2%	-4%	4%
CCOc1ccccc1N1CC(C(=O)Nc2cc(Cl)ccc2-n2cncn2)CC1=O (configuration not stated)	19%	-4%	1.9	-8	3%	9%	-2%	-8%	-4%
CCOC(=O)c1sc(N)c(C#N)c1COC(=O)CNC(=O)c1cc(OC)c(OC)c(OC)c1	?	-3%	-3.5	·	12%	-10%	-1%	27%	-20%
Cc1c(N=Cc2ccc(Cl)o2)c(=O)n(-c2ccccc2)n1C	21%	2%	-0.3	·	9%	5%	2%	-8%	-9%
CCOC(=O)c1sc(NC(=O)c2cccs2)nc1C	-19%	-2%	-0.6	-3	6%	-8%	-4%	-13%	-8%
Cc1nnc(SCc2ccccc2CSc2nnc(C)s2)s1	18%	7%	-3.9	-3	10%	?	-25%	-9%	0%
COc1cc(Cl)c(C)cc1NC(=O)COC(=O)CCc1nc2ccccc2c(=O)[nH]1	43%	0%	1.6	-8	1%	-9%	-4%	-25%	?
CC1=NN(c2nc3ccccc3[nH]2)C(=O)/C1=C/N(C)C	-27%	-58%[inhibitor]	-0.6	-23	2%	-4%	-87%[inhibitor]	-2%	2%
O=C(CC(SCc1ccco1)c1ccc(O)cc1)c1cccs1 (configuration not stated)	8%	17%	0.4	-13	1%	?	13%	-5%	-22%
Cc1nc(-c2ccccc2)sc1C(=O)/C=C/N(C)C	?	-72%[inhibitor]	-1.1	?	9%	?	-91%[inhibitor]	30µM*	-8%
COc1ccccc1C1=CC(=O)C[C@H](c2ccc3c(c2)OCO3)C1	24%	2%	-2.4	-1	-3%	-16%	-1%	1%	-6%
CCOc1c2ccc(C(=O)NCc3ccc(OC)cc3)cc2nn1CCOC	-19%	3%	-0.4	-9	-5%	1%	-10%	-1%	7%
Cc1cc(-c2ccc(Cl)cc2)n2nc(C)cc2n1	30%	-10%	2.0	-4	8%	16%	-3%	-3%	-1%

The last 2 compounds of the part before open the next one:
SMILES	FUS yeast rescue	aSyn rescue	IL2 activator	PI5P4K alpha inh	EPAC1 agonist	EPAC1 antagonist	Abeta yeast res	PLK1 PBD inh	WRN helicase inh
CCOc1c2ccc(C(=O)NCc3ccc(OC)cc3)cc2nn1CCOC	-19%	3%	-0.4	-9	-5%	1%	-10%	-1%	7%
Cc1cc(-c2ccc(Cl)cc2)n2nc(C)cc2n1	30%	-10%	2.0	-4	8%	16%	-3%	-3%	-1%
O=[N+]([O-])c1cc(Cl)c(O)c2ncccc12	16%	-75%[inhibitor]	0.1	-3	3%	-15%	-94%[inhibitor]	-25%	1%
CC(=O)C1=C(C)N=c2s/c(=C/c3ccc4c(c3)OCO4)c(=O)n2C1c1ccc(N(C)C)cc1 (configuration not stated)	42%	-2%	2.9	-5	-2%	0%	8%	27µM*	-4%
Oc1ccc2ccccc2c1/C=N/n1cnnc1	2%	·	1.0	-2	7%	-22%	7%	-15%	1%
Cn1c(N)c(C(=O)COC(=O)COc2ccccc2Cl)c(=O)n(C)c1=O	-11%	1%	-0.4	3	2%	-22%	1%	0%	8%
Cc1cccc(-n2c(=S)[nH]c3sc4c(c3c2=O)CCc2ccccc2-4)c1	34%	-1%	-0.5	-77*	3%	-10%	-16%	3µM*	?
CCCn1c(=O)c(C(=O)Nc2ccccc2C(=O)OC)c(O)c2ccccc21	8%	6%	0.4	28	3%	-4%	4%	-2%	-3%
CC(C)(C)NC(=S)NNC(=O)c1ccc2ncccc2c1	13%	-8%	-1.0	2	-6%	-6%	22%	-11%	-6%
O=c1cc(SCc2ccccc2)nc[nH]1	·	3%	-3.5	0	5%	13%	3%	1%	-5%
CC1=Nn2c(nnc2-c2cc(-c3ccccc3)n[nH]2)SC1	23%	1%	-0.2	-2	-5%	15%	11%	-4%	-12%
CC(=O)Nc1ccc(S(=O)(=O)NC2(C(F)(F)F)NC(=O)N(c3ccc(C)cc3)C2=O)cc1 (configuration not stated)	11%&8%	-3%	-0.5	2	-10%	-8%	-4%&-5%	-16%	9%
CN(C(=O)CN1C(=O)NC2(CCCc3ccccc32)C1=O)C1CCCCC1 (configuration not stated)	2%	6%	2.2	4	-8%	-9%	-14%	2%	4%
CC(C)(C)N1CSC(=S)N(Cc2ccccc2)C1	-6%	-13%	0.2	-12	-3%	5%	-63%[inhibitor]	?	0%
Cc1ccc(C)c(C(C)NC(=O)C2CCCO2)c1 (configuration not stated)	-41%	2%	-2.3	-5	-6%	21%	-1%	4%	4%
O=C(NC(=S)NCCC1=CCCCC1)c1cccnc1	14%	-3%	-4.8	1	-6%	-12%	19%	-21%	5%
C[n+]1cccc(C(=O)[O-])c1	-19%	-8%	-0.1	-7	-21%	9%	-17%	-5%	8%
CCCN1CCN(C(=O)Nc2ccc(OCC)cc2)CC1	4%	0%	-1.3	0	12%	5%	-14%	?	9%
Cc1nc(Nc2ccc(Cl)c(Cl)c2)sc1C(/C=C/c1ccc2c(c1)OCO2)=NNc1ccc([N+](=O)[O-])cc1[N+](=O)[O-]	·	1%	0.6	2	-8%	5%	-18%	-5%	0%
N#CC1=C(N)C(C#N)(C#N)C(c2cccnc2)C2COCC=C12 (configuration not stated)	-23%	3%	5.2	5	3%	-16%	4%	-11%	2%
Nc1ncnc2c1ncn2[C@@H]1O[C@H](CNC(=O)[C@@H]2CCC(=O)N2)[C@@H](O)[C@H]1O	-23%	-2%	1.4	-13	-11%	-12%	2%	-7%	2%
O=C1CSC(c2cccnc2)N1Cc1ccc(Cl)cc1 (configuration not stated)	-16%	-7%	0.0	0	-3%	-1%	-14%	-18%	5%
CCOc1cc(/C=N\n2nnnc2N)ccc1O	-2%	-4%	2.2	-8	-1%	7%	-12%	-17%	-1%
CCOC(=O)c1cnc(Nc2nc3ccccc3o2)nc1CN1CCN(C)CC1	·	20%	0.2	-1	5%	-17%	17%	-16%	-25%
CC(Sc1nc(-c2ccccc2)cs1)C(=O)Nc1ccc(Cl)cn1 (configuration not stated)	·	18%	-3.8	1	10%	9%	-8%	4%	-15%
O=C1NCCCCC1NS(=O)(=O)c1cccc2ccccc12 (configuration not stated)	13%	4%	-0.3	2	2%	1%	4%	-1%	2%
Cn1nnnc1Sc1ncnc2scc(-c3cccc4c3sc3ccccc34)c12	?	·	-1.0	·	11%	4%	0%	·	·
Cc1ccc(C2=NNC(C(O)C(O)C(O)C(C)O)S2)cc1 (configuration not stated)	9%	4%	4.2	-2	-3%	4%	-8%	-30%	0%
COc1ccc(CCC(=O)Nc2sc(C(=O)N(C)C)c(C)c2C#N)cc1	·	-1%	-2.2	-7	7%	-4%	0%	-14%	-34%
Cc1ccc2nc(SCC(=O)Nc3cccc(F)c3)nc(=O)n2c1	·	-8%	0.0	-4	1%	4%	-4%	2%	14%

Compounds shown so far that contain two or more sulfur atoms (9):
SMILES	FUS yeast rescue	aSyn rescue	IL2 activator	PI5P4K alpha inh	EPAC1 agonist	EPAC1 antagonist	Abeta yeast res	PLK1 PBD inh	WRN helicase inh
C=CCn1c(CCNC(=O)c2cccs2)nnc1SCC(=O)c1cccc([N+](=O)[O-])c1	48%	4%	1.1	·	4%	-7%	5%	-26%	-11%
CSc1nc2c(c(=O)n1-c1ccccc1)SCC2	33%	1%	-2.9	·	4%	23%	2%	-4%	4%
CCOC(=O)c1sc(NC(=O)c2cccs2)nc1C	-19%	-2%	-0.6	-3	6%	-8%	-4%	-13%	-8%
Cc1nnc(SCc2ccccc2CSc2nnc(C)s2)s1	18%	7%	-3.9	-3	10%	?	-25%	-9%	0%
O=C(CC(SCc1ccco1)c1ccc(O)cc1)c1cccs1 (configuration not stated)	8%	17%	0.4	-13	1%	?	13%	-5%	-22%
Cc1cccc(-n2c(=S)[nH]c3sc4c(c3c2=O)CCc2ccccc2-4)c1	34%	-1%	-0.5	-77*	3%	-10%	-16%	3µM*	?
CC(C)(C)N1CSC(=S)N(Cc2ccccc2)C1	-6%	-13%	0.2	-12	-3%	5%	-63%[inhibitor]	?	0%
CC(Sc1nc(-c2ccccc2)cs1)C(=O)Nc1ccc(Cl)cn1 (configuration not stated)	·	18%	-3.8	1	10%	9%	-8%	4%	-15%
Cn1nnnc1Sc1ncnc2scc(-c3cccc4c3sc3ccccc34)c12	?	·	-1.0	·	11%	4%	0%	·	·
